# High-throughput results from PubChem.
# Arrestin-AP2 inh = blocks beta-arrestin peptide binding to AP2 adaptin. 0.31% of 340,000 active. AID 504490. FITC-arrestin peptide / GST-AP2 beads, flow cytometry; AP2 beta2 appendage carries R879A mutation. inhibition, % at 10 µM;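 active means inhibition above a set limit, near 3 SD of compounds lacking own fluorescence, cut at about 54% in these data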;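 further: plate controls were DMSO wells for no effect and 5 µM unlabelled arrestin peptide for full effect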
#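 System: GST-AP2 R879A glutathione beads; medium: PBS, Tween 20 0.05%, BSA 0.1%; reagent: fluorescein-tagged arrestin peptide at 50 nM final; schedule: pre-incubation 12 min, peptide binding 1 h, room temperature; detection: flow cytometry, FL1 (488/535 nm); read-out: inhibition as reduced fluorescein signal on beads, percent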
# C-LANA FP = blocks KSHV LANA C-terminal domain binding to DNA | MBP-C-LANA/FAM-LBS DNA binding, fluorescence polarization | inhibition, % at 9 µM | 0.078% of 340,000 active | AID 504423;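 active means highest replicate inhibition at or above 60% at 9 µM, even if other replicates fall short; inactive means all replicates below 60% inhibition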;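 further: 0% = neutral control wells and 100% = 4 µM acridine orange control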
# RTF Ca sens act = increases calcium sensitivity of human cardiac regulated thin filaments; IANBD-labeled TnC RTF fluorescence at EC20 calcium; 0% EC20 calcium, 100% full calcium; activation, % at 7.2 µM; 0.24% of 340,000 active;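 active means activation above the mean over all tested compounds plus 3 SD, cut at about 30% in these data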;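 further: rise in fluorescence read as greater calcium sensitivity of cardiac thin filaments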
# RTF Ca sens inh = cardiac RTF calcium desensitization | P19429+P45379 | IANBD-labeled cardiac RTF, Ca2+ fluorescence | inhibition, % at 7.15 µM | 0.12% of 340,000 active;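 active means inhibition above the mean inhibition of all tested compounds plus 3 SD, cut at about 17% in these data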;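 further: assay run at fixed EC70 calcium of 1.6 mM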
# V-ATPase pHluor = alters yeast V-ATPase proton transport | S. cerevisiae, pHLuorin cytosolic pH fluorescence | response, % at 10 µM | 0.37% of 350,000 active | AID 504577; in the data active means response mostly above about 7.3%, no sharp cut-off; inactive means mostly below about 5.4%; further: actives read high; inactives centre near 0; some compounds called inactive have numbers as strong as hits; reference of the scale not given here
# MOR-DOR ag = OPRM1-OPRD1 heterodimerization agonism | P35372+P41143 | cells, luminescence | activation, % at 9.3 µM | 0.3% of 340,000 active | AID 504326; in the data active means activation above about 18%;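 further: 0% = vehicle-treated cells and 100% = reference agonist; values of inactives mirror those of a sister screen read the other way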
# OPRM1-OPRD1 inv = inverse agonists of human mu-delta opioid receptor heterodimerization; cell-based MOR-DOR heterodimer luminescence, inverse agonism; 0.21% of 340,000 active; P35372+P41143; inhibition, % at 9.3 µM; in the data active means inhibition above about 22%, passing the limit was not always enough;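 further: 0% = cells with DMSO and 100% = wells without cells with DMSO; values of inactives mirror those of a sister screen read the other way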
# Wnt bcat act = activates Wnt/beta-catenin signaling in a reporter cell assay | activator, plate reader | 1.2% of 300,000 active | activation, % at 9.35 µM; in the data active means activation above about 30%, passing the limit was not always enough; inconclusive means no clear call, values can overlap the other calls;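 further: 0% = neutral control wells and 100% = positive control wells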
# Pemphigus Ab inh = inhibitors of pemphigus antibody binding to human desmoglein-3; DSG3-coupled beads, scFv-anti-DSG3-GFP binding, flow cytometry; stronger effect = lower value; binding (percent of control), % at 10 µM; P32926; 0.48% of 310,000 active;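 active means binding more than 3 SD below its plate's average and above zero; inconclusive means below that plate limit but binding exactly zero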;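 further: hits lower antibody fragment binding to DSG3; some compounds called inactive have numbers as strong as hits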
# Keap1 Nrf2 FP = Keap1-Nrf2 (human) interaction inhibition. Q14145. Keap1 Kelch-Nrf2 peptide fluorescence polarization, 1536-well. inhibition, % at 9.4 µM. 0.15% of 340,000 active; in the data active means inhibition above about 12%; inconclusive means no clear call, values can overlap the other calls; inactive means below about 7.3%;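 further: human Keap1 Kelch domain with fluorescein labeled Nrf2 9mer peptide probe; 0% = neutral control wells and 100% = peptide positive control; higher means more block of Keap1 binding to Nrf2 peptide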
# Target sequence (Q14145 whole entry, looked up, the tested form may be a part): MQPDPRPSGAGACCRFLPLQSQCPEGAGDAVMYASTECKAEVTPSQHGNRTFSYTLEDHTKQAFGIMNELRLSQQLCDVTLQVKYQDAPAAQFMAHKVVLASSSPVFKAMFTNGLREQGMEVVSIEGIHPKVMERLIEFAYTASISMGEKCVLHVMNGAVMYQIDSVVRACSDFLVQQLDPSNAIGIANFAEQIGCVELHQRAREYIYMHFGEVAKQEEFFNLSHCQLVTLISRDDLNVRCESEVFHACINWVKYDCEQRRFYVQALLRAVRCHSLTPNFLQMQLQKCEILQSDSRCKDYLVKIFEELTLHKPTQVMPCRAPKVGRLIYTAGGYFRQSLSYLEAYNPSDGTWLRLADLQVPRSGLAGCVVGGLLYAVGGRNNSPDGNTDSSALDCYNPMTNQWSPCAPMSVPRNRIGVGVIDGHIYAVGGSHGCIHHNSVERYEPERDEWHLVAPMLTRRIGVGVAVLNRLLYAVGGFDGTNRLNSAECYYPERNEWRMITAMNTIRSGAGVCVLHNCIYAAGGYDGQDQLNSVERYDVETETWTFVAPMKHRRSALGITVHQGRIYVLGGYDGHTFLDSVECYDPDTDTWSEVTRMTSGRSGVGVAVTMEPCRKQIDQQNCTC
# Numbers without * were called inactive; ? = inconclusive; · = no result given.
SMILES,Arrestin-AP2 inh,C-LANA FP,RTF Ca sens act,RTF Ca sens inh,V-ATPase pHluor,MOR-DOR ag,OPRM1-OPRD1 inv,Wnt bcat act,Pemphigus Ab inh,Keap1 Nrf2 FP
CCOC(=O)Cc1n[nH]c(=O)c2ccccc12,0,-1.1,0,-11,-1,-2.2,13,-10,101,-2
O=C(N[C@@H](c1ccccc1)[C@@H]1C[C@H]1C(=O)O)OCc1ccccc1,3,0.8,-1,-4,2,-1.0,6,0,96,-3
O=c1cc(-c2ccc(O)cc2)oc2c([C@@H]3O[C@H](CO)[C@@H](O)[C@H](O)[C@H]3O)c(O)c([C@@H]3O[C@H](CO)[C@@H](O)[C@H](O)[C@H]3O)c(O)c12,7,0.0,7,-10,-3,-1.9,11,1,101,2
Cc1ccsc1C(=O)N1CCC(CO)(Cc2ccccc2)CC1,25,0.2,1,4,-2,-2.9,16,1,97,-1
CCOc1cc(/C=C/c2ccc3cccc([N+](=O)[O-])c3n2)ccc1OCC(=O)N(C)C,-20,-0.3,4,5,1,-2.0,10,-4,104,-4
COc1ccccc1NC(=O)N(Cc1ccco1)Cc1cc2cc(C)cc(C)c2[nH]c1=O,27,-0.5,10,9,-3,-2.1,12,·,106,-6
Cc1ccc(C)c(CSC2=NCCN2C(=O)c2cccs2)c1,-10,-0.4,7,2,1,2.1,-11,-2,107,-10
O=C(CNCc1ccco1)Nc1ccc(Oc2ccccc2)cc1,-21,0.4,-1,1,-1,-1.4,7,-3,101,-1
CCc1ccccc1NC1Nc2cc(C)nn2S1 (centres undefined),-2,-0.4,0,-2,-3,0.6,-3,-3,97,-1
O=C(Cc1ccc(-n2c(=O)c3sccc3n(CC(=O)Nc3ccccc3F)c2=O)cc1)NCc1ccco1,-1,-0.2,-3,-7,-4,-1.2,6,0,92,-3
CC(C)(C)Nc1nc(NN)nc(NC(C)(C)C)n1,1,-0.9,-4,-4,1,0.2,-1,·,110,-1
COC(=O)c1ccccc1NS(=O)(=O)c1ccc(NC(C)=O)cc1,3,2.1,9,-4,0,-1.8,9,-11,106,-1
CC1CCC2C(=O)N(c3ccc(S(=O)(=O)c4ccccc4)cc3)C(=O)C2C1 (centres undefined),-15,-1.3,0,2,7,1.9,-11,·,126,2
CC(O)CNC12CC3CC(CC(C3)C1)C2 (centres undefined),-9,0.0,4,-17,4,-1.4,7,0,101,-7
CCCCC(=O)Nc1ccc2c(c1)nc(CCNC(=O)c1ccco1)n2C,22,0.9,-7,1,0,-3.9,21,8,101,3
CCOC(=O)C(Cc1ccnnc1)=NO,2,0.6,4,-7,-3,-3.8,17,-2,98,-7
COc1cccc(N2CC(C(=O)Nc3nnc(SCC(=O)Nc4ccc(NC(C)=O)cc4)s3)CC2=O)c1 (centres undefined),-8,1.5,-1,1,2,-3.1,16,-1,103,-2
O=C(NCC1CCCCC1)c1cccnc1,28,-2.1,-3,-2,-1,-2.5,13,2,114,0
C/C(=N\NC(=O)c1nnn(-c2nonc2N)c1CSc1ccccc1)c1cccnc1,21,-0.8,-4,-7,-3,-1.3,7,-3,86,-2
Cc1ccc(NC(=O)Cn2ccsc2=N)c([N+](=O)[O-])c1,-1,-0.7,5,3,-1,-0.5,3,-2,103,-4

# Compound profiles, from the list above:
# `Cc1ccc(C)c(CSC2=NCCN2C(=O)c2cccs2)c1` in the list: Arrestin-AP2 inh = -10; C-LANA FP = -0.4; RTF Ca sens act = 7; RTF Ca sens inh = 2; V-ATPase pHluor = 1; MOR-DOR ag = 2.1; OPRM1-OPRD1 inv = -11; Wnt bcat act = -2; Pemphigus Ab inh = 107; Keap1 Nrf2 FP = -10
# `O=C(N[C@@H](c1ccccc1)[C@@H]1C[C@H]1C(=O)O)OCc1ccccc1` in the list: Arrestin-AP2 inh = 3; C-LANA FP = 0.8; RTF Ca sens act = -1; RTF Ca sens inh = -4; V-ATPase pHluor = 2; MOR-DOR ag = -1.0; OPRM1-OPRD1 inv = 6; Wnt bcat act = 0; Pemphigus Ab inh = 96; Keap1 Nrf2 FP = -3

# Later entries.
SMILES,Arrestin-AP2 inh,C-LANA FP,RTF Ca sens act,RTF Ca sens inh,V-ATPase pHluor,MOR-DOR ag,OPRM1-OPRD1 inv,Wnt bcat act,Pemphigus Ab inh,Keap1 Nrf2 FP
Cc1ccc(NC(=S)Nc2ccc3cn[nH]c3c2)cc1C,2,0.5,-4,-13,1,-0.8,6,8,107,-6
Cc1nc(C(=O)N2CCc3c([nH]c4ccccc34)C2c2ccccn2)cs1 (centres undefined),8,-0.3,3,-5,-2,-2.9,15,-2,103,-2
Cc1ccc2c(c1)NC(c1cccs1)C1=C(CC(C)(C)CC1=O)N2 (centres undefined),16,-0.7,2,1,-1,0.3,-2,-1,102,-8
COc1ccc2c(c1OC)C(=O)N1C2SC(C)(C)[C@H]1C(=O)NCC(C)C (some centres undefined),31,-0.9,-5,-5,0,-2.9,14,-1,99,0
COc1cccc(NC(=S)N(Cc2ccc(C)cc2)Cc2ccccn2)c1,-6,-0.1,-3,-1,0,-3.6,17,-1,118,-2
O=C(N/N=C/c1ccc(-c2ccc([N+](=O)[O-])cc2)o1)[C@H]1C[C@@H]1c1ccccc1,14,6.0,4,-19,1,1.7,-9,-3,95,?
CC1(C)Cc2c(sc3nnn(Cc4ccccc4)c(=O)c23)CO1,0,-0.4,1,0,-1,-2.1,10,1,·,-1
Cc1ccccc1Cn1ccc(NC(=O)c2cc3nc(-c4ccco4)cc(C(F)(F)F)n3n2)n1,1,0.1,0,-5,1,-1.1,6,·,97,-4
NS(=O)(=O)c1ccc2c(c1)C(=NO)c1cc(S(N)(=O)=O)ccc1-2,-7,0.4,6,-2,-1,-1.9,9,-1,98,0
Cc1cccc2cc(CN(Cc3ccc(F)cc3)Cc3nnnn3C3CCCC3)c(=O)[nH]c12,10,1.1,9,4,-3,-1.0,6,-4,100,-1
CCOC(=O)c1cnn(-c2cc(C(C)(C)C)nc3c(-c4ccccc4)c(C)nn23)c1N,5,-0.1,-1,4,-2,-1.4,8,·,98,1
CCCCN(C(=O)CSc1nnc(-c2ccc(Cl)cc2)o1)c1c(N)n(CC(C)C)c(=O)[nH]c1=O,2,-3.0,-2,-1,4,-0.6,2,-1,102,0
CCOc1ccc(CCNC(=O)COC(=O)c2ccc(OC)c(OC)c2OC)cc1OCC,-10,1.4,4,-14,1,-0.2,1,0,114,-2
Cc1ccc(C(N)=Nc2ccccc2)cc1,35,-1.1,-5,-5,-2,-0.9,5,3,94,-3
CC1CCN(c2ccc(NC(=O)c3cccnc3)cc2)CC1,5,14,17,0,-7,4.5,-26,37*,118,-4
CSc1nnc(-c2cc(-c3ccc(C)cc3)nc3ccccc23)o1,-8,0.5,2,6,1,-2.3,12,-3,95,3
Cn1c(CCN2CCCCC2)nc2cc(NC(=O)COc3ccc([N+](=O)[O-])cc3)ccc21,-6,-1.2,0,-4,0,-1.7,9,-4,100,-5
CC(C)(C)c1ccc(NC(=O)COC(=O)CCc2nc3ccccc3c(=O)[nH]2)cc1,-52,0.6,9,6,5,-1.7,9,0,105,-1
Cn1nc(C(=O)Nc2cccc(S(=O)(=O)N3CCOCC3)c2)c2ccccc2c1=O,41,0.0,0,-2,1,-1.6,6,8,·,-2
COc1ccc(CNc2oc(-c3cccc4ccccc34)nc2C#N)cc1,-6,2.2,-1,-4,-3,2.6,-14,-1,95,-4
COc1ccc(C(=O)Nc2nc(CC(=O)NCCc3cccc(OC)c3)cs2)cc1,-7,-0.2,4,-2,2,-0.4,3,5,106,2
Cc1ccc(C)c(S(=O)(=O)ON2C(=O)c3ccccc3C2=O)c1,-11,-0.5,-5,-3,2,-2.2,11,-3,85,-12
O=C(CC1SC(=Nc2ccccc2)N(CCO)C1=O)Nc1ccccc1 (centres undefined),33,0.4,-1,-6,3,-0.6,3,-8,102,0
COc1ccccc1OC(=O)c1cc(Cl)nc2ccccc12,1,-0.1,9,2,1,2.7,-15,·,94,-3
C/C(=N/NS(=O)(=O)c1cc(C)ccc1C)c1ccncc1,-13,-1.3,-4,1,0,-3.7,12,-1,108,5
CCOc1cccc(/C=N/NC(=O)C2CCCC2)c1O,2,0.3,2,-3,-2,-0.2,2,18,104,1
O=C(NCc1ccncc1)C1CCCN(S(=O)(=O)c2cc(Cl)ccc2Cl)C1 (centres undefined),-6,-0.9,-4,10,1,-1.8,9,-5,·,-3
O=C(NNC(=O)c1ccccn1)c1ccc(OC(F)F)cc1,12,0.1,3,-2,-4,-1.8,7,17,·,2
FC(F)(F)c1ccccc1C1=CC(c2ccccc2)n2ncnc2N1 (centres undefined),2,1.8,2,-12,0,-2.8,15,1,105,1
CCOc1ccc(S(=O)(=O)NCc2cccnc2)cc1C(C)C,17,1.4,6,-1,-3,-0.5,2,-2,92,1
O=C(COC(=O)c1ccco1)Nc1cc(S(=O)(=O)N2CCCCC2)ccc1Cl,-8,0.1,0,-4,-1,-0.8,3,1,109,-2
COC(=O)C1=NNC2(c3ccc(Cl)cc3)C(=O)N(c3ccccc3)C(=O)C12 (centres undefined),-11,-0.2,9,4,1,1.3,-7,-1,104,-7
Cc1ccccc1NS(=O)(=O)c1ccc(C(=O)N2CCN(c3ccccn3)CC2)cc1,-7,0.8,-1,5,-3,-1.6,8,-2,100,-1
Cc1ccc(/C=C2/C(=O)c3ccc(C(=O)O)cc3C2=O)o1,3,21,-2,-2,-4,-3.4,18,0,100,4
CCOC(=O)C(C)Oc1cccc2c(=O)n(CC(=O)N3CCc4ccccc43)ccc12 (centres undefined),24,0.0,-4,-6,1,0.5,-3,-2,104,-6
CC(NCc1ccc2c(c1)OCO2)C(=O)NC1CCCc2ccccc21 (centres undefined),6,-1.6,-3,2,-1,3.3,-19,·,123,-3
O=C(Nc1ccc(C(F)(F)F)cc1)c1cccnc1N1CCOCC1,1,0.4,-1,-5,-2,-0.1,1,·,97,-1

# An excerpt from above in order of count of non-hydrogen atoms, highest first:
SMILES,Arrestin-AP2 inh,C-LANA FP,RTF Ca sens act,RTF Ca sens inh,V-ATPase pHluor,MOR-DOR ag,OPRM1-OPRD1 inv,Wnt bcat act,Pemphigus Ab inh,Keap1 Nrf2 FP
Cc1ccc2c(c1)NC(c1cccs1)C1=C(CC(C)(C)CC1=O)N2 (centres undefined),16,-0.7,2,1,-1,0.3,-2,-1,102,-8
Cc1ccc(NC(=O)Cn2ccsc2=N)c([N+](=O)[O-])c1,-1,-0.7,5,3,-1,-0.5,3,-2,103,-4
CCc1ccccc1NC1Nc2cc(C)nn2S1 (centres undefined),-2,-0.4,0,-2,-3,0.6,-3,-3,97,-1
CC(O)CNC12CC3CC(CC(C3)C1)C2 (centres undefined),-9,0.0,4,-17,4,-1.4,7,0,101,-7
